Screening data from PubChem.
PAFAH2 inh: PAFAH2 (human) inhibition; Q99487; recombinant PAFAH2, FP-rhodamine activity probe, fluorescence polarization; inhibition, % at 3.39 µM; 340,000 tested, 0.99% active; AID 492956;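 active means inhibition above the mean over all tested compounds plus 3 SD, cut at about 30% in these data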;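 further: inhibitors block probe labeling of enzyme so polarization drops; 0% = enzyme with DMSO and 100% = wells lacking PAFAH2 protein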
PAFAH1B3 inh: blocks human PAF acetylhydrolase 1B catalytic subunit 3 | Q15102 | recombinant PAFAH1B3, FP-rhodamine probe, fluorescence polarization | inhibition, % at 3.39 µM | 340,000 tested, 0.28% active | AID 492972;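 active means inhibition above the screen-wide average of all tested compounds plus 3 SD, cut at about 25% in these data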;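 further: 0% = enzyme with DMSO only and 100% = wells lacking PAFAH1B3 protein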
Target sequence (Q15102 whole entry, looked up): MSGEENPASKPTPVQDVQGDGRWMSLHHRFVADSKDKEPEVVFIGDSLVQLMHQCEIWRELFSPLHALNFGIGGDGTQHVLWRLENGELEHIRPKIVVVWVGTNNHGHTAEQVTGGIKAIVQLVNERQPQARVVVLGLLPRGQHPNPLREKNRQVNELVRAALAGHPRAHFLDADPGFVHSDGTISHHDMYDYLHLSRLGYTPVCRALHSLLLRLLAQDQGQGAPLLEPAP
ZTA counter: blocks Epstein-Barr virus ZTA, an EBNA-1 counter-screen; ZTA-DNA binding, fluorescence polarization; inhibition, % at 11 µM; 320,000 tested, 0.15% active; P03206; in the data active means inhibition above about 33%
PAFAH1B2 inh: inhibitors of human PAFAH1B2. recombinant PAFAH1B2, FP-rhodamine activity probe, fluorescence polarization. inhibition, % at 3.39 µM. 340,000 tested, 1.2% active;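 active means inhibition above the mean of all tested compounds plus 3 SD, cut at about 24% in these data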;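 further: 0% = enzyme with DMSO and 100% = wells lacking PAFAH1B2; many of its hits are not listed in these tables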
pPAFAH inh: inhibitors of human plasma PAF acetylhydrolase (pPAFAH). 330,000 tested, 1.5% active. Q13093. inhibition, % at 3.39 µM. recombinant pPAFAH, FP-rhodamine probe fluorescence polarization;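 active means inhibition above the mean inhibition across the screen plus 3 SD, cut at about 25% in these data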;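 further: inhibitors block binding of the rhodamine activity-based probe so polarization drops; 0% = enzyme with DMSO and 100% = wells lacking pPAFAH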
Target sequence (Q13093 whole entry, looked up): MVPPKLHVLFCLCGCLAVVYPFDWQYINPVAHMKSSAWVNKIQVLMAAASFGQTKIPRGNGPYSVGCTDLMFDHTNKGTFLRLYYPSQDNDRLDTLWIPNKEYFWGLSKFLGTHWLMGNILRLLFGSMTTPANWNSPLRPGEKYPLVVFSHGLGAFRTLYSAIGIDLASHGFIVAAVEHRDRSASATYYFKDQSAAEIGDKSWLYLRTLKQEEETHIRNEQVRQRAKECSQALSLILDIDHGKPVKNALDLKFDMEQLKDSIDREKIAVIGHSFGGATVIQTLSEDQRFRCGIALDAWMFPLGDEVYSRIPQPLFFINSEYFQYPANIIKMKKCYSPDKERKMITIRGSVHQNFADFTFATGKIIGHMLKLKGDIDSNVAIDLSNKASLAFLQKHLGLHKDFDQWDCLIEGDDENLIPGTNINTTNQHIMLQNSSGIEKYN
LYPLA1 counter: counter-screen for PME1 inhibitors: inhibitors of human LYPLA1 | 320,000 tested, 0.16% active | inhibition, % at 5.9 µM | AID 2174 | recombinant LYPLA1, FP-Rh probe fluorescence polarization | O75608;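 active means inhibition above the mean of all tested compounds plus 3 SD, set per campaign, cut at about 14% in these data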;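 further: inhibitors block serine hydrolase probe labeling of LYPLA1 so polarization falls; 0% = enzyme with DMSO and 100% = wells lacking LYPLA1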
EBNA-1 inhibitor: blocks EBNA-1 binding to DNA. EBNA-1 DNA binding, fluorescence polarization. inhibition, % at 14.8 µM. 300,000 tested, 0.34% active. AID 1950; in the data active means inhibition above about 28%
LYPLA2 inh: blocks human lysophospholipase 2, a PME1 counter-screen; O95372; recombinant LYPLA2, FP-Rh probe fluorescence polarization; inhibition, % at 5.9 µM; 320,000 tested, 0.38% active; AID 2177;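 active means inhibition above the screen-wide mean plus 3 SD, limit set per campaign, cut at about 26% in these data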;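 further: 0% = LYPLA2 with DMSO and 100% = wells lacking LYPLA2 enzyme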
Target sequence (O95372 whole entry, looked up): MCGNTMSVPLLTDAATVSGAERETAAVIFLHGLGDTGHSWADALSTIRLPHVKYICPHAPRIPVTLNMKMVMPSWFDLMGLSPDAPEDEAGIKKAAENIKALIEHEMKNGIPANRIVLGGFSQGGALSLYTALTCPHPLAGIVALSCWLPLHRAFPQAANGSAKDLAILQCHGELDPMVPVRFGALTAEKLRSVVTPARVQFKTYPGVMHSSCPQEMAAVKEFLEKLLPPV
PREPL inhibitor: human PREPL enzyme inhibition; Q4J6C6; recombinant PREPL, fluorescence polarization activity-based probe; inhibition, % at 5.96 µM; 320,000 tested, 0.68% active; AID 2751; in the data active means inhibition above about 43%;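 further: 0% = enzyme with DMSO and 100% = wells lacking enzyme; many of its hits are not listed in these tables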
* marks the source's active call; other numbers are inactive results; x = no result given.

SMILES	PAFAH2 inh	PAFAH1B3 inh	ZTA counter	PAFAH1B2 inh	pPAFAH inh	LYPLA1 counter	EBNA-1 inhibitor	LYPLA2 inh	PREPL inhibitor
O=C(COC(=O)CCN1C(=O)C2CC=CCC2C1=O)NCCc1ccccc1 (configuration not stated)	5	2	0	-9	3	2	-1	-3	9
COC(=O)c1cc(OC)c(OC)cc1NC(=O)c1ccccc1C	4	5	-9	-1	6	-4	1	3	3
CC(=O)Nc1ccc(NS(=O)(=O)c2cc(-c3n[nH]c(=O)c4ccccc34)ccc2C)cc1	-8	0	-3	7	8	-6	2	-5	3
CCCCn1c(=O)nc2n(-c3ccccc3C)c3ccccc3cc-2c1=O	1	1	12	1	1	-3	-7	0	-2
COc1ccc(Cl)cc1C(=O)NNC(=O)COC(=O)c1cccs1	11	0	x	0	5	x	x	x	2
CCN=C1SC(CC(=O)NC(C)c2ccccc2)C(=O)N1CC (configuration not stated)	10	1	-1	-4	4	0	-6	6	-3
Cn1c(SCC(=O)n2c3c(c4ccccc42)CCCC3)nnc1-c1ccccc1	2	20	7	7	-2	-1	-1	-2	20
O=C(Oc1ccc2ccc(=O)oc2c1)C1CCCCC1	3	0	-9	-1	4	4	3	8	12
O=C(C1COc2ccccc2O1)N1CCN(S(=O)(=O)c2cc(F)ccc2F)CC1 (configuration not stated)	5	7	6	1	-1	1	x	3	5
O=C(O)[C@H](Cc1ccccc1)NC(=O)C(c1ccccc1)(c1ccccc1)c1ccccc1	5	5	-1	2	3	1	-17	-4	8
C[C@H](NC(=O)[C@@H]1Cc2ccccc2CN1C(=O)OC(C)(C)C)C(=O)NCC1CCCO1 (some centres not stated)	-3	3	9	3	2	-3	6	0	-3
Cc1c(C(=O)N(C)C2CCCCC2)sc2ncnc(N3CCN(c4ccccc4F)CC3)c12	-2	10	-12	1	2	3	8	22	24
COC(=O)c1ccc(NC(=S)NNC(=O)CC(C)C)cc1	0	1	9	4	1	0	-1	4	8
CCCc1cc(=O)oc2c(C)c(OC(C)C(=O)NCC(O)c3ccccc3)ccc12 (configuration not stated)	6	3	-9	4	5	-2	-7	-4	-56
COC(=O)c1c(C)nc2ccccc2c1C(=O)O	-2	7	-1	-1	2	0	-5	5	12
CCOc1nc(-c2ccccc2)ncc1Oc1ccccc1	x	x	4	x	3	1	-7	-1	13
O=C(O)C(c1ccccc1)C1(O)CCCC1 (configuration not stated)	-4	6	12	6	-6	-2	-6	-2	19
CCOc1ccccc1NC(=O)NCCc1c[nH]c2ccccc12	-1	2	7	11	-3	2	-18	3	-6
Cc1ccc(N2C(=O)CC(Sc3ccccc3C(=O)O)C2=O)cc1 (configuration not stated)	92*	2	9	0	4	-2	-7	-1	4
CCN(CC)S(=O)(=O)c1cccc2cccnc12	10	4	3	5	3	2	9	7	3
CN1CCN(C2Cc3ccc(Cl)cc3Sc3ccc(F)cc32)CC1 (configuration not stated)	x	x	8	x	-7	-1	-4	-3	15
CC1CCC(C(C)C)C(OP(=O)(c2ccc(N(C)C)cc2)C(O)c2cccnc2)C1 (configuration not stated)	x	x	0	x	2	3	4	0	-10
CC(C)CCN(C(=O)Nc1ccc(Cl)cc1)C1CCN(C(C)C)CC1	0	7	0	3	5	-3	11	-7	4
Cc1ccccc1N/C(SCc1ccc(Cl)cc1)=C(/C#N)C(N)=O	-9	4	11	5	-2	1	-4	-1	-23
O=S(=O)(NN1CCOCC1)c1ccc(Br)s1	-1	-2	-10	-1	-6	2	-5	6	9
O=C(N/N=C1/CC(c2ccccc2)Oc2ccccc21)C1CC1 (configuration not stated)	-1	4	-12	5	2	-4	-4	-1	8
Cc1cc(=O)[nH]c(SCC(=O)Nc2ccnc3ccccc23)n1	5	6	3	4	5	-3	-3	8	-2
Cc1ccc2nc(C)c(C(=O)N/N=C/c3ccc(C(=O)O)cc3)cc2c1	-2	7	5	0	3	0	11	0	1
COC(=O)Cn1c(=O)c2c(nc3n2CCCN3CCc2ccc(OC)c(OC)c2)n(C)c1=O	-3	7	8	2	5	0	8	10	7
CCOc1ccc(CN2CCN(Cc3ccc4cc(F)ccc4n3)CC2CCO)cc1 (configuration not stated)	-9	8	11	4	0	-2	8	2	20
COc1ccc(CC(NC(C)=O)C(=O)NC2CCN(C(=O)c3ccc(OC)c(OC)c3)CC2)cc1OC (configuration not stated)	-2	2	-3	1	-2	-4	-5	-3	-8
CCOC(=O)c1cn2nc(Oc3ccccc3)ccc2n1	x	x	-10	x	3	0	-7	1	9
COC(=O)c1cccc(NC(=O)CN2CCN(Cc3ccccc3)CC2)c1	-4	7	5	-2	-3	-1	-9	-5	7
CN1CCN(c2ccc(NC(=O)Cc3ccccc3)cc2)CC1	-3	5	2	3	-4	-1	-6	2	12
CCn1c(SCC(=O)N2CCN(C(=O)c3ccco3)CC2)nnc1C(C)C	3	13	5	4	-3	2	5	-2	3
O=C(O)c1ccccc1NC(=S)NC(NC(=O)c1ccccc1[N+](=O)[O-])C(Cl)(Cl)Cl (configuration not stated)	-7	0	-9	4	2	2	5	5	-2
Cn1nc(C(=O)NCC2CCCO2)c2ccccc2c1=O (configuration not stated)	-7	8	-15	-2	1	-1	-1	1	16
Cc1ccc(S(=O)(=O)Nc2ccc(-c3cn4ccc(C)cc4n3)cc2)cc1	-3	-2	6	21	16	-12	2	-12	3
CCOC(=O)c1c(C)[nH]c(C(=O)OCC(=O)Nc2cc(Cl)ccc2OC)c1C	-9	3	16	0	0	2	13	-3	3
CCN(CC)S(=O)(=O)c1cc([N+](=O)[O-])ccc1NNC(=O)Nc1ccccc1OC	-2	7	8	4	9	-2	-8	2	-2

Printed as active in PAFAH2 inh (from the list above):
Structure	PAFAH2 inh	PAFAH1B3 inh	PAFAH1B2 inh	pPAFAH inh	EBNA-1 inhibitor	PREPL inhibitor
Cc1ccc(N2C(=O)CC(Sc3ccccc3C(=O)O)C2=O)cc1 (configuration not stated)	92*	2	0	4	-7	4

Next part
SMILES	PAFAH2 inh	PAFAH1B3 inh	ZTA counter	PAFAH1B2 inh	pPAFAH inh	LYPLA1 counter	EBNA-1 inhibitor	LYPLA2 inh	PREPL inhibitor
O=C(N/N=C/c1ccncc1)C12CC3CC(CC(C3)C1)C2	5	-7	13	1	4	4	-4	0	18
O=C(c1ccc(N2C(=O)CCC2=O)cc1)N1CCOCC1	-6	5	-1	-1	2	1	5	2	3
O=C(CCC1CCCN(C(=O)c2ccoc2)C1)NCc1ccccc1F (configuration not stated)	6	5	4	3	3	-3	12	8	-6
COc1ccc(N2C(=O)NC3CC2(C)Oc2ccccc23)cc1OC (configuration not stated)	5	4	0	2	1	-1	2	-1	-1
CCOC(=O)N1CCC(NC(=O)C(NS(=O)(=O)c2ccc3c(c2)CCN3C(C)=O)C(C)C)CC1 (configuration not stated)	-6	3	5	2	-5	-4	-1	2	5
CCC1C(=O)c2ccccc2N(C)C1=O (configuration not stated)	1	1	-5	6	-6	2	-5	-5	-1
O=C(N/N=C/c1cc(Br)cs1)C(O)c1ccccc1 (configuration not stated)	-6	11	-6	6	0	0	-4	6	-3
Cn1nc(C(=O)NNC(=O)c2ccc(Cl)cc2)ccc1=O	2	2	9	-2	0	2	-4	10	15
CC1(c2nnc(-c3cccc(Cl)c3)o2)CC(c2ccc(Cl)cc2)=NO1 (configuration not stated)	-2	4	-18	-2	0	-5	-1	-9	-32
Cc1ccccc1C(=O)N1CCN(c2ncnc3c2cnn3-c2ccccc2)CC1	1	1	4	2	4	-4	3	-4	0

Single records, from the list above. Screens in order: PAFAH2 inh	PAFAH1B3 inh	ZTA counter	PAFAH1B2 inh	pPAFAH inh	LYPLA1 counter	EBNA-1 inhibitor	LYPLA2 inh	PREPL inhibitor
Listed for CCOC(=O)c1cn2nc(Oc3ccccc3)ccc2n1 → x	x	-10	x	3	0	-7	1	9
Listed for O=C(N/N=C/c1cc(Br)cs1)C(O)c1ccccc1 (configuration not stated) → -6	11	-6	6	0	0	-4	6	-3
Listed for CCCc1cc(=O)oc2c(C)c(OC(C)C(=O)NCC(O)c3ccccc3)ccc12 (configuration not stated) → 6	3	-9	4	5	-2	-7	-4	-56
Listed for COC(=O)c1ccc(NC(=S)NNC(=O)CC(C)C)cc1 → 0	1	9	4	1	0	-1	4	8
Listed for COC(=O)Cn1c(=O)c2c(nc3n2CCCN3CCc2ccc(OC)c(OC)c2)n(C)c1=O → -3	7	8	2	5	0	8	10	7

Further entries:
SMILES	PAFAH2 inh	PAFAH1B3 inh	ZTA counter	PAFAH1B2 inh	pPAFAH inh	LYPLA1 counter	EBNA-1 inhibitor	LYPLA2 inh	PREPL inhibitor
CC1(C)CC(O)(CCNCc2ccc3c(c2)OCO3)CCO1 (configuration not stated)	3	5	17	1	-4	-1	-10	-8	-6
CCOC(=O)c1c(C)[nH]c(=S)c(C#N)c1-c1ccc(Cl)cc1	1	7	-12	10	1	-2	8	2	-6
CS(=O)(=O)N1CCCC(C(=O)NCc2ccc(F)cc2Cl)C1 (configuration not stated)	7	-3	-16	10	-4	1	-13	-3	6
CC(NC(=O)CCNC(=O)N1CCn2c1nc1ccccc12)c1ccccc1 (configuration not stated)	-3	5	7	-2	6	-1	4	3	-3
COc1ccc([C@H]2CC(=O)C=C(c3ccc4ncccc4c3)C2)cc1	2	0	18	9	-2	-4	x	11	-33
COc1ccc(-n2c(CNc3ccc(C)cc3)nnc2SCC(=O)Nc2nc(-c3ccccc3)cs2)cc1	-4	0	16	-1	2	1	5	-4	1
Cc1ccc(CCNC(=O)C2CCCN(S(=O)(=O)c3cnc[nH]3)C2)cc1 (configuration not stated)	-4	4	5	22	-3	1	8	0	10
O=C(Nc1ccc(Cl)cc1)c1cc(-c2cccs2)on1	-6	-6	-2	-10	5	-1	-3	13	-1
CCN(CC)CCN(C(=O)c1ccccc1OC)c1nc2ccc(F)cc2s1	3	8	-1	3	-3	-3	-7	-5	-25

A portion of the library; count on the stated rates, not on these rows.
